Assay outcomes from PubChem.
FBW7 activator – FBW7 E3 ligase activators, primary screen, biochemical, AlphaScreen, human; F-box/WD repeat-containing protein 7 (Homo sapiens), Q969H0; AlphaScreen FBW7–phospho-cyclin E peptide binding, activator screen; normalized activity (activation), % at 26.1 µM; 0.13% of 650,000 active; AID 1259310, 2017; in the data active = normalized activity above about 1.9%;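 note: purified mutant Fbw7 with reduced substrate affinity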
MITF primary – MITF inhibitors, primary screen, biochemical, AlphaScreen, human; Microphthalmia-associated transcription factor (Homo sapiens), O75030; AlphaScreen MITF homodimerization, bead proximity signal; inhibition, % at 2.6 µM; 0.91% of 650,000 active; AID 1259374, 2018; in the data active = inhibition above about 50%;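 note: 0% = vehicle wells with protein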
Target sequence (O75030 whole entry, looked up): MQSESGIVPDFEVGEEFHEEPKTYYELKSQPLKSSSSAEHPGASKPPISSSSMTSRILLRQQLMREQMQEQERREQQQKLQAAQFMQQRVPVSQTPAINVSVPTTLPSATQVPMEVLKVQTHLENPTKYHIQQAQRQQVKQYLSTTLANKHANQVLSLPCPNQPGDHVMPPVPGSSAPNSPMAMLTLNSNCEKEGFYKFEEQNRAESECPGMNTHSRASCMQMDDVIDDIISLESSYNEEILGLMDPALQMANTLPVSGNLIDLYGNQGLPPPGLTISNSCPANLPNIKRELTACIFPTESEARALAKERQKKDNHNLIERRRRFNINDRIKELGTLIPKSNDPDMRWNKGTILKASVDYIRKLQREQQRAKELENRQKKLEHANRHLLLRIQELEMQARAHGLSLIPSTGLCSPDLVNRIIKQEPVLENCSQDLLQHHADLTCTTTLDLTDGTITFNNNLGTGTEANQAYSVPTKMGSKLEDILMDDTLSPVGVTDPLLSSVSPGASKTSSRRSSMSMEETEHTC
GPR151 ag – activators of human GPR151, primary screen, cell-based, PathHunter beta-arrestin, luminescence; 1% of 650,000 active; activation, % at 11.2 µM; PathHunter beta-arrestin GPR151 cells; G-protein coupled receptor 151 (Homo sapiens), Q8TDV0; in the data active = activation above about 4.9%;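 note: 0% = median of compound wells and 100% = cells with positive control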
Target sequence (Q8TDV0 whole entry, looked up): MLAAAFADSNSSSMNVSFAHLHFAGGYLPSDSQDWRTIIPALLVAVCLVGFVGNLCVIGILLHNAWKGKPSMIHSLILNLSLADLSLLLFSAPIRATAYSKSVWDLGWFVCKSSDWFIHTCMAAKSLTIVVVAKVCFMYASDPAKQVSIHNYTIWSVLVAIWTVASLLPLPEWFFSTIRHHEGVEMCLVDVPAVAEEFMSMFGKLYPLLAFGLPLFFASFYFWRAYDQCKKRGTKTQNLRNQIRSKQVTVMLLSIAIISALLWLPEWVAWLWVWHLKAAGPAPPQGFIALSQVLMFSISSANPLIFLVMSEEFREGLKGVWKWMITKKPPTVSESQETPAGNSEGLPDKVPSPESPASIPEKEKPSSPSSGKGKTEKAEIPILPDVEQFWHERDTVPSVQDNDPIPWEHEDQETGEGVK
TEAD-YAP block – TEAD-YAP interaction inhibition, primary screen, TEAD-YAP interaction inhibitor project, luminescence, HEK-TIYL cells; TEAD-Gal4/YAP UAS-luciferase luminescence; inhibition, % at 9.12 µM; 1.4% of 640,000 active; AID 1259422, 2018; in the data active = inhibition above about 32%;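 note: 0% = median of test compound wells and 100% = reference inhibitor wells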
* = called active by the depositor.

Start of the data: the first 16 entries, ahead of the listing:
SMILES	FBW7 activator	MITF primary	GPR151 ag	TEAD-YAP block
Cc1cc(Cl)ccc1OCC(=O)N1CCNc2cc(-c3ccncc3)cnc21	-0.1	13	-0.1	-7
Cc1sc2nc(C(C)C)n3c(=O)n(CC(=O)N(C)C)nc3c2c1C	0.0	-1	0.8	0
CC1(C)Cc2nc3sc4c(Cl)ncnc4c3cc2CS1	0.0	-9	-0.7	-3
Cc1cccc(N2C(=O)C(Cl)=C(Nc3c(C)n(C)n(-c4ccccc4)c3=O)C2=O)c1C	0.1	-2	-1.3	-4
COc1ccc(S(=O)(=O)N(CC(C)C)CC(C)C)c2cccnc12	0.1	-7	-2.0	9
COc1cccc(NS(=O)(=O)c2cc(C(=O)N3CC(C)CC(C)C3)ccc2NCCc2ccc(OC)c(OC)c2)c1 (configuration not stated)	0.0	-18	-0.2	2
CCc1cc2c(=O)c(-c3ccc4c(c3)OCCCO4)coc2cc1OC	-0.1	7	-0.9	-34
CCOC(=O)N/N=C/c1ccc2c(c1)OCCO2	0.2	10	-4.6	-26
O=C(OCC(=O)c1cccc2ccccc12)c1cc(=O)c2ccccc2o1	0.5	7	0.2	2
Clc1ccc(-n2cc(-c3ccccc3)c3c(NC4CCCC4)ncnc32)cc1	0.8	4	-0.2	-7
NC1Cc2ccccc2CN1c1cccc(C(F)(F)F)c1 (configuration not stated)	-0.1	-3	0.2	3
Clc1ccccc1-c1nc(NCc2cccnc2)c2ccccc2n1	-0.2	-1	-0.4	-5
Cc1ccc(C(CC(=O)Nc2ccccc2)N2Cc3ccccc3C2=O)cc1 (configuration not stated)	0.9	8	1.0	-24
CCOc1ccc(CN2CCN(Cc3cccc(OCC)c3)CC2CCO)cc1 (configuration not stated)	0.2	3	0.7	3
COCCCNC(=S)Nc1ccc(Br)cc1	0.2	11	0.0	-18
CC[C@@H](Cn1nc(-c2cccs2)ccc1=O)NC(=O)Cn1cnc2ccccc2c1=O	-0.1	-89	0.8	13

The listing, from the start:
SMILES	FBW7 activator	MITF primary	GPR151 ag	TEAD-YAP block
Cc1cc(Cl)ccc1OCC(=O)N1CCNc2cc(-c3ccncc3)cnc21	-0.1	13	-0.1	-7
Cc1sc2nc(C(C)C)n3c(=O)n(CC(=O)N(C)C)nc3c2c1C	0.0	-1	0.8	0
CC1(C)Cc2nc3sc4c(Cl)ncnc4c3cc2CS1	0.0	-9	-0.7	-3
Cc1cccc(N2C(=O)C(Cl)=C(Nc3c(C)n(C)n(-c4ccccc4)c3=O)C2=O)c1C	0.1	-2	-1.3	-4
COc1ccc(S(=O)(=O)N(CC(C)C)CC(C)C)c2cccnc12	0.1	-7	-2.0	9
COc1cccc(NS(=O)(=O)c2cc(C(=O)N3CC(C)CC(C)C3)ccc2NCCc2ccc(OC)c(OC)c2)c1 (configuration not stated)	0.0	-18	-0.2	2
CCc1cc2c(=O)c(-c3ccc4c(c3)OCCCO4)coc2cc1OC	-0.1	7	-0.9	-34
CCOC(=O)N/N=C/c1ccc2c(c1)OCCO2	0.2	10	-4.6	-26
O=C(OCC(=O)c1cccc2ccccc12)c1cc(=O)c2ccccc2o1	0.5	7	0.2	2
Clc1ccc(-n2cc(-c3ccccc3)c3c(NC4CCCC4)ncnc32)cc1	0.8	4	-0.2	-7
NC1Cc2ccccc2CN1c1cccc(C(F)(F)F)c1 (configuration not stated)	-0.1	-3	0.2	3
Clc1ccccc1-c1nc(NCc2cccnc2)c2ccccc2n1	-0.2	-1	-0.4	-5
Cc1ccc(C(CC(=O)Nc2ccccc2)N2Cc3ccccc3C2=O)cc1 (configuration not stated)	0.9	8	1.0	-24
CCOc1ccc(CN2CCN(Cc3cccc(OCC)c3)CC2CCO)cc1 (configuration not stated)	0.2	3	0.7	3
COCCCNC(=S)Nc1ccc(Br)cc1	0.2	11	0.0	-18
CC[C@@H](Cn1nc(-c2cccs2)ccc1=O)NC(=O)Cn1cnc2ccccc2c1=O	-0.1	-89	0.8	13
CC(C)n1cnc2c(Nc3ccc(N4CCOCC4)cc3)nc(-c3ccc(C(N)=O)cc3)nc21	-0.2	2	-1.3	32*
CCCC(=O)N1CCC(c2ccc(OC)cc2)=N1	-0.1	-5	-1.2	-37
O=C(NCc1cccs1)c1cc(F)c(F)cc1Cl	0.1	0	0.4	-16
O=C(NCCO)/C(=C\c1ccccc1)NC(=O)c1ccc(I)cc1	0.8	19	-0.4	10
COc1cc(CN(C(=S)NCC(=O)O)C2CCCC2)cc(OC)c1OC	0.0	4	-1.2	-6
O=C1CC(N2CCN(c3ccccn3)CC2)C(=O)N1c1ccc(Cl)cc1 (configuration not stated)	0.0	3	-1.3	1
CCOC(=O)c1cnc2c(OC)cccc2c1Nc1ccc2c(c1)OCCO2	-0.1	1	-1.1	9
CCCC/C=C\c1cnc2c(Nc3cccc(N(C)C)c3)nccn12	0.1	-4	0.4	7
CC(=O)Nc1ccc2oc(C)nc2c1	0.0	5	-0.6	0
SMILES	FBW7 activator	MITF primary	GPR151 ag	TEAD-YAP block
COc1ccc2c(c1)C=C(CN1CCCC(CO)(Cc3ccccc3)C1)CO2 (configuration not stated)	0.5	2	-0.9	-6
Cc1nn(C)c(-c2n[nH]c(=S)n2Cc2ccccc2)c1Cl	0.0	8	-1.3	1
COCCn1cc(/C=C2/C(=O)Nc3ccccc32)c2ccccc21	-0.1	10	0.0	13
O=C(CC1C(=O)NCCN1CC1CCCCC1)NCc1cccc(F)c1F (configuration not stated)	-0.1	-5	-1.3	-6
CCCc1ccc(OCC(=O)Nc2nccs2)cc1	0.1	0	-3.7	81*
Cc1ccc(Nc2nc(Nc3ccc(C)cc3)nc(-n3ccnc3)n2)cc1	0.1	4	-1.0	0
Cc1oc(CC(C)C)cc1C(=O)Nc1cccc2ccccc12	0.1	5	1.6	2
COc1ccc(-c2nc(NCCO)c3ncn(C(C)C)c3n2)cn1	0.7	10	-0.2	18
CSc1ccc(CCNC(=O)c2noc3c2COc2ccccc2-3)cc1	0.1	7	0.3	2
CSc1nnc2c(n1)OC(c1ccc3c(c1)OCO3)Nc1ccccc1-2 (configuration not stated)	0.1	-1	-0.2	2
Nc1cc(N2CCOCC2)c2nonc2c1[N+](=O)[O-]	0.2	3	1.1	3
CCOC(=O)c1cc2c(=O)n3ccccc3nc2n(CCCOC)c1=NC(=O)c1ccccc1	0.6	5	2.6	7
CC(C(N)=O)N(c1ccccc1)S(C)(=O)=O (configuration not stated)	0.1	-10	-1.2	-1
O=C(CCCCCNC(=O)c1ccccc1)N/N=C/c1ccc(Br)cc1	0.5	12	0.4	-4
COCCNc1cnn(C23CC4CC(CC(C4)C2)C3)c(=O)c1Cl	0.9	16	-0.2	-3
O=C(Nc1c(C(=O)N2CCCC2)cnn1-c1ccccc1)c1ccc(F)cc1	0.3	11	-0.5	-5
O=C(NC1CC1)c1ccc2nc(Nc3ccc4ncccc4c3)sc2c1	-0.2	-2	-0.5	-9
CCCNS(=O)(=O)c1ccc(OC)c(C)c1	-0.1	4	-0.2	8
CC(C)Nc1cc(N(C)CCO)c2noc3c2c1C(=O)c1ccccc1-3	-0.5	26	-0.4	15
CC1(c2ccc(Br)cc2)CC(c2ccc(Br)cc2)=Nc2ccccc2N1 (configuration not stated)	-0.1	10	0.7	-30
O=C(CC1Nc2ccccc2NC1=O)Nc1cccc2ccccc12 (configuration not stated)	-0.1	-5	-0.5	-30
CCCCCCNc1nc2c(c(=O)n(C)c(=O)n2C)n1Cc1cccc(Cl)c1	0.2	-4	0.5	5
COc1cccc(/C=N/NC(=O)CSc2ccccn2)c1	0.1	8	-0.9	-13
CCc1ccc(OC)c(S(=O)(=O)Nc2ccc3c(c2)CCC(=O)N3C)c1	0.0	2	0.7	1
COC(=O)C1=C(NC(=O)c2cccc(F)c2)CCS1	0.0	-6	-1.5	8
SMILES	FBW7 activator	MITF primary	GPR151 ag	TEAD-YAP block
O=C1NCCN(Cc2cccc(F)c2)C1CC(=O)N1CCCCCCC1 (configuration not stated)	-0.2	-2	0.9	1
C#Cc1cccc(N2C(=O)c3ccccc3C2=O)c1	-0.1	-9	0.3	2
COc1cccc(C2=CC(c3ccc(OC)cc3OC)n3ncnc3N2)c1 (configuration not stated)	-0.1	3	-1.1	40*
CCc1ccc(OCC(O)CN2CCN(CC)CC2)cc1 (configuration not stated)	0.0	-2	-0.4	-5
N#Cc1c(NC(=O)c2nn3c(C(F)(F)F)cc(-c4cccs4)nc3c2Br)sc2c1CCCCC2	-0.1	-6	-0.4	0
CC[n+]1cc(C)ccc1/C=C/c1ccc(N(C)C)cc1	-0.2	9	5.3*	87*
CCOC(=O)CSc1ccc(S(=O)(=O)N2CCOCC2)cc1[N+](=O)[O-]	-0.1	3	-0.4	-11
CC(C)(C)c1nnc(NC(=O)c2ccccc2O)s1	0.2	12	-1.4	1
CCCCCCCC(=O)NNC(=O)c1ccc(Cl)cc1	0.1	9	-0.3	-4
COc1ccc(Nc2ncnc3sc(C)cc23)cc1OC	0.4	13	1.6	-24
COc1ccc(-c2nc(-c3cccnc3)no2)cc1	0.0	-1	-2.8	-29
O=C(CSc1nc2ccccc2s1)c1ccccc1	0.2	-5	0.3	-24
COCCNC(=O)c1cc2sc(Cl)cc2n1C	0.0	-1	1.7	-12
O=C(Cn1cncn1)NCCCOc1cccc(CN2CCCCCCC2)c1	-0.1	-3	-0.2	-16
COc1cccc(CNC(=O)CNc2ccc(-c3ccnc(N)n3)cc2C(=O)N2CCOCC2)c1	-0.2	10	-0.3	-5
Nc1cccc(-c2cc(Nc3ccccc3)nc(N)n2)c1	0.0	11	0.3	-29
CC(=O)Nc1ccc(S(=O)(=O)N2CCCC(c3ncncc3S(C)(=O)=O)C2)cc1 (configuration not stated)	-0.2	-8	-1.1	3
CCOC(=O)c1cc(C)n(-c2c(C)n(C)n(-c3ccccc3)c2=O)c1C	0.2	11	-0.1	9
O=C1CC(=O)NC(=NNC(=O)c2ccc([N+](=O)[O-])cc2)N1	-0.7	9	-0.4	-1
O=C1C(Nc2ccccc2)=CC(c2ccc(Cl)cc2)N1c1ccccc1 (configuration not stated)	0.0	6	-0.1	4
C/C(=N\NC(=O)c1nnn(-c2nonc2N)c1-c1ccccc1)c1ccc(O)cc1	-0.1	1	1.8	13
COC(=O)c1ccccc1NC(=O)NN1CCOCC1	1.1	16	-0.6	-12
CC(=O)N1CCC(N2CCN(c3ccc(F)cc3)CC2)CC1	0.2	3	0.5	11
COCCC(=O)NC(C)c1nnc2n1CCN(Cc1cc(OC)ccc1OC)CC2 (configuration not stated)	0.1	5	-0.8	4
COc1ccc(CCNC(=O)CC(C)Cc2ccc(C)cc2)cc1OC (configuration not stated)	-0.1	6	-1.4	0
SMILES	FBW7 activator	MITF primary	GPR151 ag	TEAD-YAP block
CC1CCCCN1c1nnc(NC(=O)c2csc3c2CCCC3)s1 (configuration not stated)	-0.1	-1	-1.6	-2
Cc1cccc(OCC(=O)N/N=C\c2cccc([N+](=O)[O-])c2)c1	-0.1	4	-0.1	6
Cc1ccc(NC(=O)c2cc(S(=O)(=O)N3CCCc4ccccc43)ccc2F)cc1F	0.1	-1	-1.0	-2
O=C1C2ON(c3ccccc3)C(c3ccco3)C2C(=O)N1Cc1ccccc1 (configuration not stated)	-0.1	3	-0.1	13
COc1ccc(N(CC(O)CN2C(=O)NC(C)(C)C2=O)S(=O)(=O)c2ccccc2)cc1 (configuration not stated)	0.4	15	-1.5	6
CN(C)C1CCN(C2CCC(=O)N(Cc3cccc(F)c3)CC2)C1 (configuration not stated)	-0.2	6	0.1	-2
O=c1c([N+](=O)[O-])c(N2CCCCC2)c2ccccc2n1Cc1ccccc1	0.6	21	-0.4	-4
COc1ccc(-c2cc3nc(C)c(C)c(N4CCOCC4)n3n2)cc1	0.0	2	-0.7	-46
C=CCNC(=O)CCNC(=O)c1ccc(Br)o1	0.1	9	1.4	0
N#CC1=C(N)N(c2ccc(F)cc2)C2=C(C(=O)CCC2)C1c1ccc(Br)s1 (configuration not stated)	-0.1	7	0.6	12
COc1ccccc1CNC(=O)Cc1noc2ccc(C)cc12	0.7	4	0.1	11
COCC(=O)N(Cc1cc2cccc(C)c2[nH]c1=O)c1ccccc1	0.6	22	1.5	-11
COc1ccc(O)c(/C=N/NC(=O)c2ccc(NC(=O)c3ccc(Cl)cc3)cc2)c1	0.0	4	-5.0	-17
COc1ccc(C2(C(=O)N3CCC[C@H](Cn4nc(-c5cccs5)ccc4=O)C3)CC2)cc1	-0.1	0	-0.9	10
COC(=O)c1ccccc1NC(=O)NC1CCN(Cc2ccccc2)CC1	-0.1	0	0.0	1
Cc1cccc(NC(=O)COc2cccc(Cl)c2)c1	0.1	20	-0.4	9
CCOc1ccc(NC(=O)CNC(=O)Cn2cnc3ccccc3c2=O)cc1	0.0	17	-0.9	3
Oc1ccc(/C=C/c2nc(-c3ccccc3O)n(-c3ccccc3)n2)cc1	0.1	-12	1.6	-5
CC1CC(C)CN(C(=O)c2coc(=O)c3ccccc23)C1 (configuration not stated)	0.1	-6	-0.8	-2

No enrichment for hits (roughly 3.4% active in at least one column).
